U2OS ROS induce: ROS inducers in U2OS cancer cells, primary screen, cell-based, H2DCF-DA fluorescence; U2OS ROS induction; ROS induction (% of piperlongumine), % at 10 µM; 46,000 tested, 2% active; AID 624156, 2012; in the data active = ROS induction above about 79%, passing the limit was not always enough;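 note: 0% = DMSO vehicle median and 100% = reference compound median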
Starred values were filed as active, the others as inactive. Some of the compounds tested; the hit share may differ from the screen's.

Screening O=C(CSc1nnc2ccccn12)N1CCOCC1 returned U2OS ROS induce -15.2.
`C[C@H]1CN([C@@H](C)CO)C(=O)c2cc(NS(=O)(=O)c3cccs3)ccc2O[C@H]1CN(C)Cc1ccc(Oc2ccccc2)cc1` gave U2OS ROS induce 1.6.
For COC(=O)CCCCCCC(=O)N/N=C/c1cc(Br)cc(OC)c1O the results were U2OS ROS induce 21.7.
`C[C@@H]1CN([C@@H](C)CO)C(=O)c2cccc(NC(=O)Nc3ccc(F)cc3)c2O[C@@H]1CN(C)CC1CC1` gave U2OS ROS induce 19.3.
For C[C@@H]1CN([C@@H](C)CO)C(=O)c2cccc(NS(=O)(=O)c3ccccc3)c2O[C@H]1CN(C)C(=O)Nc1ccc(F)cc1 the results were U2OS ROS induce -9.6.
For C=C1CCC2[C@](C)(CO)[C@H](O)CC[C@@]2(C)[C@@H]1C/C=C1/C(=O)OC[C@H]1O (stereo partly specified) the results were U2OS ROS induce 6.0.
`C[C@@H]1CN([C@H](C)CO)C(=O)c2cc(NC(=O)C3CC3)ccc2O[C@@H]1CN(C)CC1CCCCC1` gave U2OS ROS induce -10.9.
Screening COc1cc(O)c2c(=O)c(-c3ccc(O)cc3)coc2c1 returned U2OS ROS induce 16.2.
For CC(=O)c1ccccc1OCC(O)Cn1cnc2ccccc21 (stereo unspecified) the results were U2OS ROS induce -11.7.
`C[C@@H]1CN([C@H](C)CO)C(=O)Cc2cc(NC(=O)Nc3ccccc3)ccc2O[C@@H]1CN(C)C(=O)Nc1cccc2ccccc12` gave U2OS ROS induce -13.0.
Screening Cc1ccccc1Cn1cc(NC(=O)C2CC(c3ccc(Cl)cc3)=NO2)cn1 (stereo unspecified) returned U2OS ROS induce 4.7.
C[C@@H]1CN([C@H](C)CO)C(=O)c2cc(NS(=O)(=O)c3ccc(Cl)cc3)ccc2O[C@H]1CN(C)Cc1ccc(Oc2ccccc2)cc1 was read as U2OS ROS induce 22.4.
Cc1noc(C)c1NC(=O)Nc1ccc2c(c1)CC(=O)N([C@@H](C)CO)C[C@H](C)[C@H](CN(C)S(=O)(=O)c1ccccc1)O2 was read as U2OS ROS induce -1.5.
`FC(F)(F)c1ccccc1NC(=S)N1CCCC1` gave U2OS ROS induce -8.3.
For COc1ccc(NC(=O)Nc2cccc3c2O[C@H](CN(C)S(C)(=O)=O)[C@@H](C)CN([C@H](C)CO)C3=O)cc1 the results were U2OS ROS induce 8.5.
Cc1noc(C)c1NC(=O)N(C)C[C@H]1Oc2ccc(NC(=O)CCC(F)(F)F)cc2CC(=O)N([C@@H](C)CO)C[C@@H]1C was read as U2OS ROS induce 3.3.
Screening COc1cccc(/C=C/C(=O)C2C(=O)c3ccccc3C2=O)c1 returned U2OS ROS induce 45.4.
Screening Cc1ccc(S(=O)(=O)Nc2ccc3c(c2)C(=O)N([C@H](C)CO)C[C@H](C)[C@@H](CN(C)C(=O)NC2CCCCC2)O3)cc1 returned U2OS ROS induce -10.8.
For C[C@H]1CN([C@@H](C)CO)C(=O)CCCn2cc(nn2)CO[C@@H]1CN(C)C(=O)Nc1ccccc1 the results were U2OS ROS induce 51.5.
C[C@H](CO)N1C[C@H](C)[C@H](CN(C)CC2CCCCC2)Oc2ccc(NC(=O)C3CC3)cc2CC1=O was read as U2OS ROS induce 4.8.
Screening Cc1cc(C)nc(SCc2nc3ccccc3c(=O)n2-c2ccc(C(F)(F)F)cc2)n1 returned U2OS ROS induce 14.3.
`CC(C)(OC(=O)c1ccccc1)[C@@H]1Cc2cc3ccc(=O)oc3cc2O1` gave U2OS ROS induce -0.6.
`C[C@@H]1CN([C@H](C)CO)C(=O)c2cc(NC(=O)Nc3ccc(C(F)(F)F)cc3)ccc2O[C@@H]1CN(C)S(=O)(=O)c1ccc(Cl)cc1` gave U2OS ROS induce 6.5.
For COc1ccc(OC)c(NC(=O)C(C)NS(=O)(=O)c2ccc(C)cc2)c1 (stereo unspecified) the results were U2OS ROS induce 0.8.

Next part (2 carried over from the part before).
`C[C@@H]1CN([C@H](C)CO)C(=O)c2cc(NC(=O)Nc3ccc(C(F)(F)F)cc3)ccc2O[C@@H]1CN(C)S(=O)(=O)c1ccc(Cl)cc1` gave U2OS ROS induce 6.5.
For COc1ccc(OC)c(NC(=O)C(C)NS(=O)(=O)c2ccc(C)cc2)c1 (stereo unspecified) the results were U2OS ROS induce 0.8.
Cc1ccccc1OCCn1c(=S)[nH]c2ccccc21 was read as U2OS ROS induce -4.7.
`C[C@@H]1CCCCO[C@@H](CN(C)S(=O)(=O)c2ccc(Cl)cc2)[C@@H](C)CN([C@H](C)CO)C(=O)c2cc(NS(=O)(=O)c3ccc(F)cc3)ccc2O1` gave U2OS ROS induce 117.8*.
Screening C[C@H]1CN([C@@H](C)CO)C(=O)c2cccc(NC(=O)Nc3ccc(C(F)(F)F)cc3)c2O[C@@H]1CN(C)S(=O)(=O)c1cccs1 returned U2OS ROS induce 7.2.
Screening C=CCn1cnc2c1c(=O)[nH]c(=O)n2C returned U2OS ROS induce 36.1.
`C[C@@H]1CN([C@@H](C)CO)C(=O)c2cccc(NC(=O)c3ccc(-c4nccs4)cc3)c2O[C@H]1CN(C)Cc1ccc(C(=O)Nc2ccccc2N)cc1` gave U2OS ROS induce 62.7.
Cc1ccc(S(=O)(=O)N(C)c2ccc(C(=O)Nc3cccnc3)cc2)cc1 was read as U2OS ROS induce -32.1.
COc1ccc(NC(=O)Nc2cccc3c2O[C@@H](CN(C)C(=O)Nc2ccc4c(c2)OCO4)[C@H](C)CN([C@H](C)CO)C3=O)cc1 was read as U2OS ROS induce -10.8.
For Cc1ccc(S(=O)(=O)N(C)C[C@H]2OCCCC[C@@H](C)Oc3ccc(NC(=O)c4ccccc4)cc3C(=O)N([C@H](C)CO)C[C@@H]2C)cc1 the results were U2OS ROS induce 35.1.
`CCCC(O)C#Cc1cnc2c(c1)C(=O)N([C@H](C)CO)C[C@H](C)[C@H](CN(C)C(=O)Nc1ccccc1)O2` (stereo partly specified) gave U2OS ROS induce 7.6.
For O=C(NCCCN1CCOCC1)C(=O)NC1CC1 the results were U2OS ROS induce -1.5.
C[C@H]1CN([C@@H](C)CO)C(=O)c2cc(NS(C)(=O)=O)ccc2O[C@H]1CN(C)S(=O)(=O)c1ccc(F)cc1 was read as U2OS ROS induce 0.2.
Screening COc1ccc(NC(=O)Nc2ccc3c(c2)C(=O)N([C@@H](C)CO)C[C@H](C)[C@H](CN(C)S(=O)(=O)c2ccc(OC)cc2)O3)cc1 returned U2OS ROS induce 13.3.
`C[C@@H]1CN([C@H](C)CO)C(=O)c2cccc(NC(=O)Nc3cccc4ccccc34)c2O[C@H]1CN(C)C(=O)Nc1ccccc1` gave U2OS ROS induce 14.1.
Cc1ccc(S(=O)(=O)N(C)C[C@@H]2Oc3c(NC(=O)Nc4ccc(F)cc4)cccc3C(=O)N([C@H](C)CO)C[C@@H]2C)cc1 was read as U2OS ROS induce -5.0.
Screening C[C@@H]1CN([C@@H](C)CO)C(=O)Cc2cc(NC(=O)Nc3ccc(F)cc3)ccc2O[C@@H]1CN(C)S(=O)(=O)c1ccc(F)cc1 returned U2OS ROS induce 20.7.
`C[C@@H]1CN([C@@H](C)CO)C(=O)c2cc(NC(=O)Nc3ccc(C(F)(F)F)cc3)ccc2O[C@@H]1CN(C)S(=O)(=O)c1ccc(F)cc1` gave U2OS ROS induce -1.7.
`c1ccc(C2OCC3OC(c4ccccc4)OC3CO2)cc1` (stereo unspecified) gave U2OS ROS induce -3.2.
COC(=O)CCC(=O)NC(=S)Nc1c(C)cccc1C was read as U2OS ROS induce -6.5.
Cc1cc(=O)[nH]c(SCc2nc3ccccc3[nH]2)n1 was read as U2OS ROS induce 26.7.
`C[C@H]1CN([C@@H](C)CO)C(=O)c2cc(NS(=O)(=O)c3ccc(F)cc3)ccc2O[C@@H]1CN(C)Cc1ccc(C(F)(F)F)cc1` gave U2OS ROS induce 11.4.
`CNC[C@@H]1Oc2ccc(NC(=O)c3ccncc3)cc2CC(=O)N([C@H](C)CO)C[C@@H]1C` gave U2OS ROS induce -2.2.
`CN(C)CCCCCCNC(=O)[C@H]1C[C@H]2C(=O)N3CCC[C@H]3C(=O)N2[C@H]1c1cccc(OCCO)c1` gave U2OS ROS induce -7.2.
For O=C(c1ccc(Cn2c(=O)[nH]c3ccccc3c2=O)cc1)N1CCN(c2ccccc2)CC1 the results were U2OS ROS induce 30.2.
For COc1ccc(S(=O)(=O)Nc2ccc3c(c2)C(=O)N([C@H](C)CO)C[C@@H](C)[C@@H](CN(C)C(=O)Nc2c(C)noc2C)O3)cc1 the results were U2OS ROS induce -0.2.

Continued, overlapping the part above by five compounds.
`C[C@H]1CN([C@@H](C)CO)C(=O)c2cc(NS(=O)(=O)c3ccc(F)cc3)ccc2O[C@@H]1CN(C)Cc1ccc(C(F)(F)F)cc1` gave U2OS ROS induce 11.4.
`CNC[C@@H]1Oc2ccc(NC(=O)c3ccncc3)cc2CC(=O)N([C@H](C)CO)C[C@@H]1C` gave U2OS ROS induce -2.2.
`CN(C)CCCCCCNC(=O)[C@H]1C[C@H]2C(=O)N3CCC[C@H]3C(=O)N2[C@H]1c1cccc(OCCO)c1` gave U2OS ROS induce -7.2.
For O=C(c1ccc(Cn2c(=O)[nH]c3ccccc3c2=O)cc1)N1CCN(c2ccccc2)CC1 the results were U2OS ROS induce 30.2.
For COc1ccc(S(=O)(=O)Nc2ccc3c(c2)C(=O)N([C@H](C)CO)C[C@@H](C)[C@@H](CN(C)C(=O)Nc2c(C)noc2C)O3)cc1 the results were U2OS ROS induce -0.2.
For O=C(CN1CCc2ccccc21)Nc1scc2c1c(=O)oc1ccccc12 the results were U2OS ROS induce -2.4.
C=CCn1c(=N)n(CC(=O)c2ccc(OC)cc2)c2ccccc21 was read as U2OS ROS induce 3.8.
`C[C@@H]1CCCCO[C@H](CN(C)C(=O)Nc2ccc3c(c2)OCO3)[C@@H](C)CN([C@H](C)CO)C(=O)c2cc(NC(=O)Nc3ccccc3)ccc2O1` gave U2OS ROS induce 26.4.
`C[C@@H]1CN([C@@H](C)CO)C(=O)c2cccc(NC(=O)CCCCCC(=O)Nc3ccccc3N)c2O[C@H]1CN(C)Cc1ccncc1` gave U2OS ROS induce -5.1.
For COC(=O)C1SCCN1C(=O)c1cc(-c2ccc(Cl)cc2)oc1C (stereo unspecified) the results were U2OS ROS induce 20.4.
`Cc1noc(C)c1S(=O)(=O)Nc1ccc2c(c1)CC(=O)N([C@H](C)CO)C[C@@H](C)[C@@H](CN(C)C(=O)Nc1ccccc1)O2` gave U2OS ROS induce 2.7.
For COc1ccc(NC(=O)Nc2ccc3c(c2)CC(=O)N([C@@H](C)CO)C[C@H](C)[C@H](CN(C)Cc2ccc(C(=O)Nc4ccccc4N)cc2)O3)cc1 the results were U2OS ROS induce 27.0.
`O=c1[nH]c(CN2CCN(CCO)CC2)nc2ccccc12` gave U2OS ROS induce -4.4.
`C[C@H](CO)N1C[C@H](C)[C@H](CN(C)S(=O)(=O)c2ccccc2)Oc2ccc(NC(=O)CCC(F)(F)F)cc2CC1=O` gave U2OS ROS induce 2.2.
For C[C@@H]1CN([C@@H](C)CO)C(=O)c2cccc(NS(=O)(=O)c3ccc(F)cc3)c2O[C@@H]1CN(C)S(=O)(=O)c1cn(C)cn1 the results were U2OS ROS induce -5.9.
`COc1ccccc1Cn1c(=S)[nH]c2cc(C(=O)NCCN3CCOCC3)ccc2c1=O` gave U2OS ROS induce 5.0.
Screening Cc1ccc(C(C)C)c(OCCSc2nc3ncnc(N)c3[nH]2)c1 returned U2OS ROS induce -0.9.
CC(C)NC(=O)Nc1ccc2c(c1)CC(=O)N([C@H](C)CO)C[C@H](C)[C@H](CN(C)S(=O)(=O)c1ccc(F)cc1)O2 was read as U2OS ROS induce 0.1.
Screening CN(Cc1cccs1)C(=S)SCCO returned U2OS ROS induce 2.2.
COc1ccc(NC(=O)Nc2ccc3c(c2)CC(=O)N([C@H](C)CO)C[C@@H](C)[C@H](CN(C)S(=O)(=O)c2ccc(F)cc2)O3)cc1 was read as U2OS ROS induce 9.3.
Screening CC(C)NC(=O)N(C)C[C@@H]1Oc2ccc(NS(=O)(=O)c3cccs3)cc2C(=O)N([C@@H](C)CO)C[C@H]1C returned U2OS ROS induce -7.0.
`CC(C)NC(=O)N(C)C[C@@H]1Oc2c(NC(=O)C3CC3)cccc2C(=O)N([C@@H](C)CO)C[C@H]1C` gave U2OS ROS induce -4.7.
`C[C@@H]1O[C@@H](Oc2ccc(C3Oc4cc(O)cc(O)c4C(=O)C3O)cc2O)[C@H](O)[C@H](O)[C@H]1O` (stereo partly specified) gave U2OS ROS induce -4.7.
Screening O=C(CSc1ncnc2scc(-c3ccccc3)c12)Nc1cccc(Cl)c1Cl returned U2OS ROS induce 5.0.
Cc1noc(C)c1S(=O)(=O)N(C)C[C@H]1Oc2ccc(NC(=O)C3CCCCC3)cc2CC(=O)N([C@H](C)CO)C[C@H]1C was read as U2OS ROS induce 0.2.
Screening C[C@H](CO)N1C[C@H](C)[C@H](CN(C)Cc2ccc(Oc3ccccc3)cc2)Oc2c(NC(=O)CCCCCC(=O)Nc3ccccc3N)cccc2C1=O returned U2OS ROS induce 36.6.
COc1ccc(C(=O)Nc2sc3c(c2C(=O)NC2CCS(=O)(=O)C2)CCCC3)cc1OC (stereo unspecified) was read as U2OS ROS induce 4.1.
`C[C@H](CO)N1C[C@H](C)[C@H](CN(C)Cc2ccc(C(=O)O)cc2)Oc2c(NS(=O)(=O)c3ccc(Cl)cc3)cccc2C1=O` gave U2OS ROS induce 1.7.
For COc1ccc(CN(C)C[C@@H]2Oc3ccc(NS(=O)(=O)c4ccc(OC)cc4)cc3C(=O)N([C@H](C)CO)C[C@H]2C)cc1 the results were U2OS ROS induce 2.1.
`C[C@H]1CN([C@@H](C)CO)C(=O)c2cc(NC(=O)c3ccncc3)ccc2O[C@@H]1CN(C)Cc1ccc(Cl)c(Cl)c1` gave U2OS ROS induce -13.2.
CCSC1=N/C(=C\c2ccc(C(C)C)cc2)C(=O)S1 was read as U2OS ROS induce 25.9.
For COC1OC2COC(c3ccccc3)OC2C(O)C1O (stereo unspecified) the results were U2OS ROS induce -8.2.
C[C@H]1CN([C@@H](C)CO)C(=O)c2cccc(NC(=O)Nc3ccc4c(c3)OCO4)c2O[C@@H]1CN(C)S(=O)(=O)c1ccccc1 was read as U2OS ROS induce 3.6.

Screening data (PubChem BioAssay)
